High-throughput results as filed in PubChem BioAssay.
Bcl-B TR3 displacers – displacers of TR3 peptide from Bcl-B, primary screen, selectivity assay for Bfl-1 inhibitor project, biochemical, fluorescence polarization. 96,000 compounds, 0.11% hits. AID 748. FP displacement of FITC-TR3 peptide from Bcl-B; higher % means a stronger effect. displacement, % at 20 µM, or IC50 in µM where a hit was titrated;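 active = displacement above 50% at 20 µM plus a fluorescence interference ratio under 1.5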;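 also: plate controls were wells without compound for no effect and wells lacking Bcl-B protein for full effect; a part of the inactive calls stands beside numbers as strong as those of hits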
NFkB transloc inh – blocks IL-1B driven NFkB nuclear translocation in HUVEC cells | HUVEC IL-1B NFkB p65 nuclear translocation imaging | 94,000 compounds, 0.43% hits | inhibition, % at 2 µM;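 active = inhibition above about 30% together with a positive call from visual inspection of the well image, limit read from the data; inconclusive = inhibition above a set limit but visual check negative; inactive = inhibition not above a set limit, visual check negative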;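 also: nuclear over cytoplasmic p65 intensity ratio measured by imaging; 0% = IL-1B stimulated DMSO wells and 100% = unstimulated DMSO wells; values of inactives mirror those of a sister screen read the other way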
PLAP inhibition – inhibition of human placental alkaline phosphatase – biochemical, luminescence, HTS (AID 690) | purified PLAP, luminescent substrate; higher % means a stronger effect | inhibition, % at 20 µM; hits with a dose series show IC50 in µM | 96,000 compounds, 0.08% hits; in the data active = a potency from the dose series; inactive = the rest, 99 in 100 with inhibition below about 30%; also: strong numbers were not always called active
IL1B NFkB pot – enhances IL-1B driven NFkB nuclear translocation; 94,000 compounds, 0.3% hits; activation, % at 2 µM; AID 819; HUVEC IL-1B NFkB p65 nuclear translocation imaging;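 active = activation above 40%, about the mean plus 3 SD, also judged a hit on visual image review; inconclusive = activation above 40% but not a hit on visual review; inactive = activation not above 40% and no visual hit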;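 also: percent activation is computed from the nuclear over cytoplasmic p65 intensity ratio; values of inactives mirror those of a sister screen read the other way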
MRP resist rev – reverses drug resistance mediated by MRP. H69AR cells + 2 uM doxorubicin, CellTiter-Glo, 72 h. differential viability (reversal), % at 10 µM. 85,000 compounds, 0.04% hits;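 active = viability drop by adding the cancer drug above about 55%, with treated viability meeting a 40% cutoff, limit read from the data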;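 also: viability without doxorubicin minus viability with 2 µM doxorubicin for each compound; larger differential means the compound sensitizes cells more to doxorubicin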
MRP resist rev cytotoxicity – also measured in MRP resist rev; calls as there; viability, %; H69AR cells, CellTiter-Glo, 72 h; measured here: cytotoxicity without doxorubicin
MRP resist rev with doxorubicin – recorded beside MRP resist rev, whose call it bears; viability, %; measured here: viability with 2 uM doxorubicin; active compounds read low
NFkB transloc inh cell count 2 µM – also measured in NFkB transloc inh; calls as there; cell count; measured here: cells passing quality filter;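 raw number of nuclei counted in each imaged well without normalization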
IL1B NFkB pot cell count 2 µM – also measured in IL1B NFkB pot; calls as there; cell count; measured here: cells passing quality filter
Active calls of the source: *; ? = inconclusive; nt = no result given. Not all compounds are listed; rates above refer to the full screens.

SMILES | Bcl-B TR3 displacers | NFkB transloc inh | NFkB transloc inh cell count 2 µM | PLAP inhibition | IL1B NFkB pot | IL1B NFkB pot cell count 2 µM | MRP resist rev | MRP resist rev cytotoxicity | MRP resist rev with doxorubicin
CN(C)c1cccc(C(=O)n2cc(C(=O)c3cc(F)ccc3O)cn2)c1 | 9% | -10 | 215 | -74% | 10 | 215 | -6 | 85 | 92
O=C(Nc1ccc2nc(-c3ccccc3)[nH]c2c1)c1cccs1 | -6% | -9 | 66 | 5% | 9 | 66 | -20 | 40 | 60
O=C(Nc1ccc2nsnc2c1)N1CCCCC1 | -1% | nt | nt | 13% | nt | nt | 7 | 94 | 87
O=C1C2CCCN2C(c2ccc(F)cc2)N1c1ccc(Cl)cc1 (stereo not given) | 3% | -21 | 186 | 13% | 21 | 186 | 19 | 97 | 78
CCOc1ccc(Cn2nnc(C(=O)Nc3cc(C)cc(C)c3)c2N)cc1 | 23% | -17 | 62 | 0% | 17 | 62 | -7 | 97 | 104
O=[N+]([O-])c1ccc(N2CCC(=NOCc3ccc(Cl)cc3)CC2)cc1 | 1% | nt | nt | 24% | nt | nt | nt | nt | nt
CCOC(=O)CCc1c(C)nc2cc(-c3ccccc3OC)[nH]n2c1=O | 4% | nt | nt | -25% | nt | nt | 12 | 83 | 71
OCCCc1nc2ccccc2n1CCOc1ccccc1 | -11% | -1 | 119 | -58% | 1 | 119 | 11 | 92 | 81
CCCCC(=O)Nc1ccc(C(=O)NNC(=O)CCc2ccccc2)cc1 | 0% | 0 | 126 | -50% | 0 | 126 | nt | nt | nt
c1ccc(-n2c(-c3ccncc3)nnc2-c2cccs2)cc1 | 2% | -10 | 103 | 14% | 10 | 103 | -6 | 96 | 102
CCOC(=O)c1oc2ccccc2c1NC(=O)c1ccc(S(=O)(=O)N(C)C)cc1 | 1% | 2 | 151 | 0% | -2 | 151 | -2 | 82 | 83
COC(=O)CSc1nc(-c2ccccc2)nc2ccc(F)cc12 | -1% | 2 | 163 | 12% | -2 | 163 | nt | nt | nt
Cc1ccc(C2CC(c3cccc(Cl)c3)n3nc(N)nc3N2)cc1 (stereo not given) | -2% | nt | nt | 1% | nt | nt | 7 | 79 | 73
CC1CCN(C(c2ccccc2)c2nnnn2C(C)(C)C)CC1 (stereo not given) | -6% | nt | nt | -28% | nt | nt | -3 | 96 | 99
CCc1nn(-c2cc(Oc3cccc4ccccc34)nc(-c3ccccc3)n2)c(N)c1C#N | -24% | 8 | 120 | 6% | -8 | 120 | nt | nt | nt
CCOC(=O)c1c(NC(=O)CC2Nc3cc(C)c(C)cc3NC2=O)sc(C)c1C (stereo not given) | 2% | 1 | 137 | -24% | -1 | 137 | nt | nt | nt
CCOP(=O)(O)c1ccccc1OCCOCCOc1ccccc1P(=O)(O)OCC | -2% | -3 | 173 | -5% | 3 | 173 | 6 | 102 | 96
CCOC(=O)C1CCN(C(=O)CCn2c(=O)[nH]c3ccccc3c2=O)CC1 | -14% | -19 | 106 | -9% | 19 | 106 | 13 | 79 | 66
COc1cccc(C(=O)OCCN2C(=O)c3ccccc3C2=O)c1OC | -3% | -20 | 190 | 11% | 20 | 190 | -6 | 102 | 108
COC(=O)c1c(NC(C)=O)sc2c1CCCC2 | -2% | -14 | 144 | -11% | 14 | 144 | 5 | 94 | 89
COc1ccc(N2CCN(CC(=O)Nc3nnc(-c4ccccc4)s3)CC2)cc1 | nt | 12 | 178 | nt | -12 | 178 | -1 | 93 | 94
O=C(c1cccs1)N1CCN(C2CCCCC2)CC1 | 2% | -13 | 185 | 11% | 13 | 185 | -7 | 97 | 104
Cn1c(SCC(=O)O)nnc1C1CCCCC1 | -8% | -9 | 156 | 11% | 9 | 156 | -6 | 100 | 106
CCCS(=O)(=O)N1CCCC(C(=O)N2CCN(c3ccccc3)CC2)C1 (stereo not given) | 12% | -14 | 185 | -27% | 14 | 185 | 3 | 96 | 93
COc1ccc(-c2cn[nH]c2N)cc1OC | 0% | 2 | 94 | -16% | -2 | 94 | -2 | 91 | 93

Ordered by count of non-hydrogen atoms (low to high): some entries from above
SMILES | Bcl-B TR3 displacers | NFkB transloc inh | NFkB transloc inh cell count 2 µM | PLAP inhibition | IL1B NFkB pot | IL1B NFkB pot cell count 2 µM | MRP resist rev | MRP resist rev cytotoxicity | MRP resist rev with doxorubicin
Cn1c(SCC(=O)O)nnc1C1CCCCC1 | -8% | -9 | 156 | 11% | 9 | 156 | -6 | 100 | 106
OCCCc1nc2ccccc2n1CCOc1ccccc1 | -11% | -1 | 119 | -58% | 1 | 119 | 11 | 92 | 81
COC(=O)CSc1nc(-c2ccccc2)nc2ccc(F)cc12 | -1% | 2 | 163 | 12% | -2 | 163 | nt | nt | nt
CCOc1ccc(Cn2nnc(C(=O)Nc3cc(C)cc(C)c3)c2N)cc1 | 23% | -17 | 62 | 0% | 17 | 62 | -7 | 97 | 104
CCc1nn(-c2cc(Oc3cccc4ccccc34)nc(-c3ccccc3)n2)c(N)c1C#N | -24% | 8 | 120 | 6% | -8 | 120 | nt | nt | nt

Going on with the list.
SMILES | Bcl-B TR3 displacers | NFkB transloc inh | NFkB transloc inh cell count 2 µM | PLAP inhibition | IL1B NFkB pot | IL1B NFkB pot cell count 2 µM | MRP resist rev | MRP resist rev cytotoxicity | MRP resist rev with doxorubicin
COC(=O)c1cc2oc(C)cc2n1CC(=O)Nc1ccc(OC)c(OC)c1OC | 4% | -7 | 151 | -11% | 7 | 151 | 8 | 89 | 81
Cc1ccc(NC(=O)c2ccc(S(=O)(=O)N3CCC(C)CC3)cc2)cc1 | 10% | -21 | 149 | 18% | 21 | 149 | nt | nt | nt
CC(=O)Nc1ccc(NC(=O)CSc2nnc(C3CC3)n2C)cc1 | -6% | -27 | 180 | 17% | 27 | 180 | 5 | 88 | 83
COc1cc(C2NC(=S)NC(C)=C2C(=O)OC(C)C)ccc1OC(C)C (stereo not given) | nt | 9 | 94 | nt | -9 | 94 | 2 | 96 | 94
Clc1ccc2c(N3CCCC3)ccnc2c1 | -14% | -22 | 118 | 34% | 22 | 118 | -2 | 80 | 83
CCCCCC(=O)Nc1nc(C)c(-c2csc(Nc3cc(OC)ccc3OC)n2)s1 | -28% | -3 | 197 | -18% | 3 | 197 | nt | nt | nt
Cc1ccc(CCn2c3c(c4ccccc42)CN(C)CC3)cn1 | 0% | nt | nt | -48% | nt | nt | 13 | 86 | 73
Cc1ccc(-n2nc3ccc(N)cc3n2)cc1 | 0% | nt | nt | 16% | nt | nt | 0 | 78 | 78
CCC(=O)OCC(=O)c1c(N)n(Cc2ccccc2)c(=O)n(C)c1=O | 8% | nt | nt | -16% | nt | nt | nt | nt | nt
Cc1[nH]c(=O)[nH]c(=O)c1S(=O)(=O)N1CCCC(C(=O)N2CCC(Cc3ccccc3)CC2)C1 (stereo not given) | -4% | nt | nt | -44% | nt | nt | 9 | 97 | 87
CC(C)n1c(C(=O)OCC(=O)NCc2ccc3c(c2)OCO3)cc2occc21 | -18% | nt | nt | -3% | nt | nt | -10 | 87 | 97
CCOC(=O)N1CCC(NC(=O)c2cc(S(=O)(=O)N3CCOCC3)ccc2F)CC1 | -5% | nt | nt | -39% | nt | nt | 12 | 88 | 76
O=C(Nc1ccccc1)NC1(C(=O)NCc2cccs2)CCCCC1 | -2% | -6 | 108 | 5% | 6 | 108 | nt | nt | nt
CCCN1C(=O)c2ccccc2NC1c1ccc(OC)cc1O (stereo not given) | 7% | -15 | 123 | -6% | 15 | 123 | 23 | 108 | 85
O=c1c(-c2ccnn2-c2cccc(Cl)c2)cnc2n1CCS2 | 10% | -8 | 192 | 8% | 8 | 192 | 6 | 81 | 75
COc1ccc(NC(=O)CN2CCC3(O)CCCCC3C2c2ccccc2OC)cc1 (stereo not given) | 7% | 0 | 80 | -54% | 0 | 80 | nt | nt | nt
CC(C)(C)c1cnnn1-c1ccc(NC(=O)c2ccc(Br)o2)cc1 | -12% | -24 | 88 | 4% | 24 | 88 | 9 | 78 | 69
Cc1nn(C(C)C(=O)NNC(=S)Nc2ccc(Cl)cc2)c(C)c1[N+](=O)[O-] (stereo not given) | 2% | -5 | 151 | -136% | 5 | 151 | nt | nt | nt
Cn1c(=O)c2c(nc(SCC(=O)N3CCc4ccccc43)n2Cc2ccc(F)cc2)n(C)c1=O | nt | 2 | 71 | nt | -2 | 71 | 7 | 77 | 70
CC(=O)c1ccc(N(C)C)c2c(N(C)C)cccc12 | 9% | -54 | 117 | 14% | ? | nt | 1 | 96 | 96
Cc1nc(SC(C(=O)c2ccccc2)c2ccccc2)n[nH]1 (stereo not given) | -10% | 12 | 163 | -56% | -12 | 163 | 10 | 92 | 82
CCOC(=O)C1CCCN(C(=O)c2ccc3c(=O)n(CCOC)c(=S)[nH]c3c2)C1 (stereo not given) | nt | -5 | 95 | nt | 5 | 95 | 1 | 70 | 69
Cc1nc(SCC(=O)c2ccc(Cl)cc2)c([N+](=O)[O-])[nH]1 | 0% | 6 | 97 | 10% | -6 | 97 | nt | nt | nt
COc1ccc(OCC(=O)Nc2cccc(-c3nc4ccccc4[nH]3)c2)cc1 | -5% | -9 | 86 | -8% | 9 | 86 | nt | nt | nt
O=C(c1ccccc1)C(Sc1ncn[nH]1)c1ccccc1 (stereo not given) | nt | 6 | 162 | nt | -6 | 162 | nt | nt | nt

Reformatted with values under each structure: 4 of the compounds above.
Order of results: Bcl-B TR3 displacers | NFkB transloc inh | NFkB transloc inh cell count 2 µM | PLAP inhibition | IL1B NFkB pot | IL1B NFkB pot cell count 2 µM | MRP resist rev | MRP resist rev cytotoxicity | MRP resist rev with doxorubicin
Clc1ccc2c(N3CCCC3)ccnc2c1
→ -14% | -22 | 118 | 34% | 22 | 118 | -2 | 80 | 83
CCCCCC(=O)Nc1nc(C)c(-c2csc(Nc3cc(OC)ccc3OC)n2)s1
→ -28% | -3 | 197 | -18% | 3 | 197 | nt | nt | nt
Cc1ccc(CCn2c3c(c4ccccc42)CN(C)CC3)cn1
→ 0% | nt | nt | -48% | nt | nt | 13 | 86 | 73
Cc1ccc(-n2nc3ccc(N)cc3n2)cc1
→ 0% | nt | nt | 16% | nt | nt | 0 | 78 | 78

Additional records:
SMILES | Bcl-B TR3 displacers | NFkB transloc inh | NFkB transloc inh cell count 2 µM | PLAP inhibition | IL1B NFkB pot | IL1B NFkB pot cell count 2 µM | MRP resist rev | MRP resist rev cytotoxicity | MRP resist rev with doxorubicin
O=C(COC(=O)c1cc(S(=O)(=O)NCc2ccccc2)ccc1O)NCc1ccccc1 | 2% | -1 | 187 | 1% | 1 | 187 | nt | nt | nt
CCn1c(=O)n(CC)c2cc(S(=O)(=O)N3CCC(c4ccccc4)CC3)ccc21 | -3% | 14 | 95 | 22% | -14 | 95 | -1 | 89 | 90
N=c1c(C(=O)NCc2ccco2)cc2c(=O)n3ccccc3nc2n1CCc1ccccc1 | 11% | nt | nt | -56% | nt | nt | -1 | 47 | 48
CCOC(=O)N1CCN(Cc2nc(-c3ccc(Cl)cc3)no2)CC1 | -3% | -15 | 172 | -18% | 15 | 172 | -3 | 84 | 87
COc1ccc(C(C(=O)NC2CCCCC2)N(C(=O)c2cccs2)c2ccc3c(c2)OCO3)cc1 (stereo not given) | 7% | 3 | 115 | 32% | -3 | 115 | nt | nt | nt
Cc1cc(NC(=O)c2cc(C(C)C)on2)nn1Cc1ccc(Cl)cc1 | 0% | -3 | 54 | -18% | 3 | 54 | -8 | 93 | 102
CSCCC1NC2(C(=O)Nc3c(Cl)cccc32)[C@@H]2C(=O)N(C3CCCC3)C(=O)[C@H]12 (stereo not given in full) | -2% | -7 | 109 | 20% | 7 | 109 | -8 | 87 | 95
O=C(Nc1ccccc1N1CCN(c2ccccc2)CC1)C12CC3CC(CC(C3)C1)C2 | nt | 0 | 125 | nt | 0 | 125 | -6 | 76 | 82
O=S(=O)(c1ccc(OCC(O)CN2CCN(c3ccccc3)CC2)cc1)N1CCOCC1 (stereo not given) | -4% | -9 | 132 | -43% | 9 | 132 | -4 | 102 | 106
COc1ccc(C(=O)NNC(=S)NC(=O)c2ccco2)cc1 | -7% | -10 | 109 | -24% | 10 | 109 | nt | nt | nt
Cc1ccc(-c2c(C)n([O-])c3c([n+]2=O)CCCC3)o1 | -4% | 9 | 145 | -1% | -9 | 145 | 8 | 98 | 90
